From PubChem BioAssay
POLH inh – qHTS for Inhibitors of Polymerase Eta | DNA polymerase eta (Homo sapiens), Q9Y253 | recombinant Pol eta, fluorescent DNA replication assay | Potency, µM (doses to about 114 µM), for inactives: top-dose activity change, negative = inhibition, hits mostly inhibitors | hit rate 1.2% among 390,000; also: % is scaled to controls: 0 for no effect and ±100 for the full control effect
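Pol eta (10 nM) was preincubated with compounds for 15 min at room temperature, after which fluorescent replication substrate (50 nM final) was added to start the reaction. Fluorescence was read kinetically at 0 and 10 min.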
APE1 inh – qHTS Assay for Inhibitors of the Human Apurinic/apyrimidinic Endonuclease 1 (APE1); Potency, µM (titrated, usually from 65.8 µM), inactives show at the highest dose activity change, negative = inhibition, most hits filed as inhibitors; hit rate 0.35% among 350,000; DNA repair nuclease/redox regulator APEX1 (Homo sapiens), P27695; recombinant APE1, TAMRA/BHQ-2 abasic DNA cleavage fluorescence;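 also: plate controls were vehicle for no effect and reference inhibitor for full effect; nearly all actives have a fitted effect of over 55% in size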
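Readout is kinetic fluorescence (ex 525, em 598 nm) from cleavage of 50 nM TAMRA/BHQ-2 THF abasic duplex by 0.75 nM APE1, compound added 15 min beforehand at RT.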
JMJD2A Tudor – qHTS Assay for Inhibitors of JMJD2A-Tudor Domain; AlphaScreen JMJD2A-Tudor / H3K4me3 peptide binding; Lysine-specific demethylase 4A (Homo sapiens), O75164; Potency, µM (top dose mostly 114 µM), inactives show at the highest dose activity change, negative = inhibition, usual class: inhibitors; hit rate 4.4% among 390,000; also: % is scaled to controls: 0 for no effect and ±100 for the full control effect; nearly all actives have a fitted effect of over 50% in size
Pol kappa inh – qHTS for Inhibitors of Polymerase Kappa; DNA polymerase kappa (Homo sapiens), Q9UBT6; purified Pol kappa, fluorescent DNA synthesis assay, 10 min; hit rate 0.53% among 400,000; Potency, µM (series often up to 107 µM), for inactives: top-dose activity, negative = inhibition, usual class: inhibitors; also: % is scaled to controls: 0 for no effect and ±100 for the full control effect
Target sequence (Q9UBT6 whole entry, looked up): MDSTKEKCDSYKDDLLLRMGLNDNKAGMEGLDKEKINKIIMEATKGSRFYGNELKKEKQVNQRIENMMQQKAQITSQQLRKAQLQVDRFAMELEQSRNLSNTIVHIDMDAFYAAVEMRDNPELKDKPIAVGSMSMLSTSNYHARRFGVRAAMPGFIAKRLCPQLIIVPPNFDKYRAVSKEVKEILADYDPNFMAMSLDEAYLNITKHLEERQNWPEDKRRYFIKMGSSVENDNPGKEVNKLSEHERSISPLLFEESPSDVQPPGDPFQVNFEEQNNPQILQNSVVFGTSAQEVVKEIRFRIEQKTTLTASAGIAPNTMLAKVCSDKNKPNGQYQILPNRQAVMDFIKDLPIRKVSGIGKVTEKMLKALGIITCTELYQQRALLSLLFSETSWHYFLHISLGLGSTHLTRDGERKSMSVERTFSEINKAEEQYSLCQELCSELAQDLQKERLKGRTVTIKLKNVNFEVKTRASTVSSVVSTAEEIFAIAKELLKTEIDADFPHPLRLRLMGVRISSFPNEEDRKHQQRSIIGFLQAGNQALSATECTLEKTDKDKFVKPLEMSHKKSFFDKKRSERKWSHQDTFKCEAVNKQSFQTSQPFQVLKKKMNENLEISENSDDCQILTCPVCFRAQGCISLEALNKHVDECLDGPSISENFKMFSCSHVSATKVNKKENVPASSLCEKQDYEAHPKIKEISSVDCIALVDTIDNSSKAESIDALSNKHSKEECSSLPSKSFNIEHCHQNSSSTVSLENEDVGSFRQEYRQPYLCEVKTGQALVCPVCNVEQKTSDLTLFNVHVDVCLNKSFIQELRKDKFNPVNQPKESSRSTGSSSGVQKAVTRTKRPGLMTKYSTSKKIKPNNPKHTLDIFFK
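10 nM Pol kappa was preincubated with compounds for 15 min at room temperature. Reaction started with 50 nM (final) substrate. Fluorescence read kinetically at 0 and 10 min.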
BLM helicase inh – qHTS Assay for Inhibitors of Bloom's syndrome helicase (BLM) | recombinant BLM DNA unwinding, fluorescence dequenching | Potency, µM (series often up to 56.1 µM), without a hit: top-dose activity change, negative = inhibition, usual class: inhibitors | hit rate 0.2% among 350,000;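 also: plate controls were vehicle for no effect and no enzyme for full effect; nearly all actives have a fitted effect of over 35% in size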
Pol beta inh – qHTS Assay for Inhibitors of DNA Polymerase Beta; P06746; Pol beta primer extension/strand displacement, fluorescence kinetic; Potency, µM (titrated, usually from 114 µM), for the others: top-dose activity change, negative = inhibition, usual class: inhibitors; hit rate 1.3% among 340,000; also: % is scaled to controls: 0 for no effect and ±100 for the full control effect
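Reaction started by 50 nM substrate onto compound-treated Pol beta (10 nM, 15 min preincubation, room temperature); plates read at 0 min and 10 min. Normalized concentration-effect data fitted by four-parameter Hill equation.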
BAZ2B inh – qHTS Assay for Inhibitors of BAZ2B; Bromodomain adjacent to zinc finger domain protein 2B (Homo sapiens), Q9UIF8; AlphaScreen BAZ2B-H3K14Ac peptide displacement; Potency, µM (highest dose often 114 µM), for the others: at the top dose activity change, negative = inhibition, most hits filed as inhibitors; hit rate 4.4% among 360,000; also: % is scaled to controls: 0 for no effect and ±100 for the full control effect; nearly all actives have a fitted effect of over 60% in size
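AlphaScreen luminescence quantifies BAZ2B engagement of H3K14Ac peptide; the protein and biotinylated peptide are both at 50 nM final, buffer PBS pH 7.4 with 0.01% Tween-20, all steps at room temperature.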
POLI inh – qHTS for Inhibitors of Polymerase Iota | DNA polymerase iota (Homo sapiens), Q9UNA4 | Pol iota fluorescent replication assay, 10 min | Potency, µM (series often up to 115 µM), for inactives: top-dose activity, negative = inhibition, hits mostly inhibitors | hit rate 1% among 390,000 | AID 588590, 2011
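Pol iota at 10 nM preincubated 15 min with compounds at room temperature; reaction started with fluorescent substrate, 50 nM final. Fluorescence read kinetically at 0 and 10 min; buffer-only wells as negative control.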
G9a block – qHTS Assay for Inhibitors of Histone Lysine Methyltransferase G9a; Potency, µM (doses to about 102 µM), inactives show at the highest dose activity, negative = inhibition, actives largely listed as inhibitors; AID 504332, 2011; G9a H3K9 monomethylation, AlphaScreen, 2 h; hit rate 8.8% among 350,000; also: % is scaled to controls: 0 for no effect and ±100 for the full control effect; nearly all actives have a fitted effect of over 75% in size
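Quantitative HTS format: methyltransferase activity on a biotin-tagged H3K9 peptide is measured by AlphaScreen, using a rabbit anti-monomethyl-H3K9 antibody with streptavidin donor and anti-IgG acceptor beads. Final levels are 20 nM enzyme, 500 nM peptide, 20 uM SAM; 2 h RT.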
* = called active by the depositor; ? = inconclusive; . = no result given; [ ] = another dose, or the depositor's remark. Calls follow the shape of the dose curve; as a rule, active = well fitted curve in the direction sought with a large enough effect; inconclusive = small, poorly fitted or top-dose-only effect, or another doubt; inactive = no such curve, though single readings can be large; an effect the other way counts as inactive or inconclusive. Potency is read from the fitted curve at half-maximal effect.

SMILES	POLH inh	APE1 inh	JMJD2A Tudor	Pol kappa inh	BLM helicase inh	Pol beta inh	BAZ2B inh	POLI inh	G9a block
COc1ccc(/C=C/C(=O)NC2CCS(=O)(=O)C2)cc1 (stereo not given)	-2%	13%	-24%	-2%	.	.	7%	42%[activator]	-32%
CCOC(=O)c1cccc(NS(=O)(=O)c2ccc(-c3coc(C)n3)cc2)c1	-15%	.	-10%	2%[60.1 µM]	-2%	2%	-1%	-2%	2%[59 µM]
O=C(NCc1ccco1)c1cc(S(=O)(=O)N2CCOCC2)ccc1Br	-1%	18%	-16%	-3%	-4%	-2%	?	-5%	-25%
COC(=O)CSc1nc(-c2ccccc2)nc2ccc(F)cc12	4%	0%	28%	-15%	-2%	-2%	3%	12%	28%[0.501 µM]
CCCCc1cc(=O)oc2c(CN3CCCC3)c(O)c(Cl)cc12	-19%	0%	-7%	-13%	-2%	11%	-4%	18%	-23%[12.7 µM]
COc1ccc(CCNC(=O)CSc2nnc(-c3ccc(F)cc3)c3ccccc23)cc1OC	-16%	-4%	-23%	-16%	-15%	18%	-1%	5%	-5%[59 µM]
COc1cccc(CNC(=O)COC(=O)c2c(C)nn(-c3ccccc3)c2Cl)c1	13µM*	5%	-30%	-32%	.	.	?	?	?
Cc1ccc(N/C(=N/S(=O)(=O)c2cccs2)c2ccccc2)c(C)c1	-28%	0%	-6%	-8%	-12%	14%	-1%	71%[activator]	9%
CC1CCN(C(c2ccccc2)c2nnnn2C(C)(C)C)CC1 (stereo not given)	-12%	-6%	-26%	-12%	-3%	1%	6%	0%	?
Cc1cccc(N(CC(=O)NCCSc2ccc(Cl)cc2)S(=O)(=O)c2ccccc2)c1C	-6%	.	4%	-6%	-11%	-17%	-1%	5%	-50%[59 µM]
Cc1ccc(C2CC(c3cccc(Cl)c3)n3nc(N)nc3N2)cc1 (stereo not given)	-7%	-3%	-29%	-1%	-2%	-1%	-30%	-9%	-10%[59 µM]
O=C(CC1C(=O)NCCN1Cc1ccc(Cl)c(F)c1)NC1CCC1 (stereo not given)	3%	-8%	-11%	-7%	0%	11%	-10%	-17%	7%[0.0925 µM]
Cc1cccc2c(C(=O)N3CCN(c4ccccn4)CC3)cc(-c3cccc(Br)c3)nc12	-8%	-10%	-23%	2%	-11%	3%	-17%	-10%	.
O=C(O)c1cccc(Cl)n1	15%	?	-1%[11.4 µM]	-13%	2%	-34%	-22%	10%	40µM*
O=C(CSc1oc(-c2ccco2)nc1S(=O)(=O)c1ccc(Cl)cc1)c1ccccc1	-11%	.	-29%	1%	-3%	2%	15%	-3%	-1%[59 µM]

Molecules listed so far that have a carbonyl joined to an NH by a bond outside any ring (six):
SMILES	POLH inh	APE1 inh	JMJD2A Tudor	Pol kappa inh	BLM helicase inh	Pol beta inh	BAZ2B inh	POLI inh	G9a block
COc1ccc(/C=C/C(=O)NC2CCS(=O)(=O)C2)cc1 (stereo not given)	-2%	13%	-24%	-2%	.	.	7%	42%[activator]	-32%
O=C(NCc1ccco1)c1cc(S(=O)(=O)N2CCOCC2)ccc1Br	-1%	18%	-16%	-3%	-4%	-2%	?	-5%	-25%
COc1ccc(CCNC(=O)CSc2nnc(-c3ccc(F)cc3)c3ccccc23)cc1OC	-16%	-4%	-23%	-16%	-15%	18%	-1%	5%	-5%[59 µM]
COc1cccc(CNC(=O)COC(=O)c2c(C)nn(-c3ccccc3)c2Cl)c1	13µM*	5%	-30%	-32%	.	.	?	?	?
Cc1cccc(N(CC(=O)NCCSc2ccc(Cl)cc2)S(=O)(=O)c2ccccc2)c1C	-6%	.	4%	-6%	-11%	-17%	-1%	5%	-50%[59 µM]
O=C(CC1C(=O)NCCN1Cc1ccc(Cl)c(F)c1)NC1CCC1 (stereo not given)	3%	-8%	-11%	-7%	0%	11%	-10%	-17%	7%[0.0925 µM]

Next section
SMILES	POLH inh	APE1 inh	JMJD2A Tudor	Pol kappa inh	BLM helicase inh	Pol beta inh	BAZ2B inh	POLI inh	G9a block
CCC(CO)Oc1cc(NCc2ccccn2)c2ncn(C(C)C)c2c1 (stereo not given)	-13%	19%	?	-1%	.	.	.	19%	.
COc1cc(OC)cc(-c2nc3nc(C)c(CCC(=O)NCc4ccco4)c(C)n3n2)c1	2%	2%	-13%	-5%	-3%	12%	-31%	12%	-26%
CCOC(=O)N1C2=NC(C(=O)OC)=C(C(=O)OC)[C@@H]3N(C)c4ccc(OC)cc4[C@]23C[C@H]1C(=O)OC	0%	0%[12.4 µM]	-12%	13%	-1%[12.4 µM]	.	.	44%	.
COc1ccccc1NC(CC(=O)c1ccccc1)C(=O)OCC(=O)c1ccc(C)cc1 (stereo not given)	-7%	-6%	-32%	-7%	-1%	3%	-28%	30%	?
COc1cccc2cc(C(C)N(CCCN3CCOCC3)C(=S)Nc3cc(C)cc(C)c3)oc12 (stereo not given)	-13%	-10%	-27%	-8%	-13%	16%	?	47%[activator]	?
CC1C(=O)C(C)C(c2ccc3c(c2)OCO3)NC1c1ccc2c(c1)OCO2 (stereo not given)	-19%	-11%	-10%	-15%	-11%	-8%	-19%	-57%	-9%
Cc1[nH]c2ccc(-c3n[nH]c(=S)n3-c3ccc(Br)cc3)cc2c1C	-8%	1%	-17%	1%	-3%	8%	?	-14%	-1%
CCOC(=O)C1CCCN(c2nc3ccccc3nc2C(C#N)C(=O)OCC)C1 (stereo not given)	-16%	1%	-18%	-6%	-7%	16%	-2%	-2%	20%
CC(C)(C)OC(=O)N[C@@H](Cc1ccccc1)C(=O)NCC1CCC(C(=O)N[C@@H](CC(=O)O)C(=O)O)CC1 (stereo not given in full)	7%	3%	-12%	-19%[60.1 µM]	4%	3%	?	?	-4%
O=C(NCC(=O)N1CCN(Cc2ccccc2)CC1)c1cc(Cl)cc([N+](=O)[O-])c1	-9%	48%[activator]	-11%	16%	.	.	.	-11%	.
COCc1ccc(-c2c(-c3ccccc3OC)sc3cc4c(cc23)OCO4)cc1	?	-7%	10%	-4%	.	.	5%	?	4%[0.501 µM]
O=C(Cc1ccccc1)NNC1CC(=O)N(c2ccc(Oc3ccccc3)cc2)C1=O (stereo not given)	-7%	0%	-16%	-2%	-3%	-6%	-15%	36%[activator]	-1%
CN(Cc1nc(Cc2ccccc2F)no1)[C@@H]1CS(=O)(=O)C[C@H]1O	-2%	8%	-4%	-13%	-1%	-16%	5%	11%	7%
CCOC(=O)Cn1ccc(NC(=O)c2ccc3c(c2)OCO3)n1	-9%	-2%	6%	2%	-2%	14%	0%	0%	38%[59 µM]
O=C(Cn1cnc2c(nnn2Cc2ccccc2)c1=O)N1CCN(c2ccccc2)CC1	-14%	1%	-15%	11%	-3%	-6%	9%	15%	-49%
CCOC(=O)CSc1nc2c(sc3ccccc32)c(=O)n1Cc1ccc(OC)cc1	-5%	.	-8%	-1%[60.1 µM]	1%	16%	3%	9%	9%[59 µM]
Cc1ccc(NC(=O)c2ncn(CCCNCc3ccccc3)n2)cc1C	-13%	.	-5%	-1%	.	.	.	6%	.
Cc1ccc(S(=O)(=O)N2CCN(C(=O)COC(=O)c3c(C)noc3C)CC2)c(C)c1	-8%	3%	-23%	11%	0%	16%	-26%	17%	7%
CC(C(=O)N(C)C1CCS(=O)(=O)C1)N1C(=O)/C(=C/c2cccs2)SC1=S (stereo not given)	-12%	48%[activator]	?	-2%	2%	-25%	-33%[57.1 µM]	28%	-69%
CCOc1ccc(NC(=S)NC(=O)c2c(Br)cnn2C)c([N+](=O)[O-])c1	-15%	1%	?	-3%	2%	19%	?	82%[activator]	28µM*
O=C(CCN1C(=O)C2CC=CCC2C1=O)Nc1cccc(S(=O)(=O)N2CCCCC2)c1 (stereo not given)	-23%	26%	-23%	-7%	.	.	0%	51%[activator]	5%[59 µM]
COC(=O)Cn1c(=O)c2c(nc3n2CCN3c2cccc(C)c2)n(C)c1=O	-28%	.	-15%	-12%	-3%	?	-18%	11%	?
COc1ccc(OCC(=O)Nc2cccc(-c3nc4ccccc4[nH]3)c2)cc1	-13%	-9%	-30%	-8%	-1%	?	-11%	-10%[58.9 µM]	-17%[59 µM]
CC(C)c1ccc(N(CC(=O)NCc2cccnc2)S(=O)(=O)c2ccccc2)cc1	-15%	-7%	-6%	0%	-3%	41%	-1%	12%	-11%
N#Cc1cccc(-c2nccc(NCc3ccccc3)n2)c1	.	-2%	.	-4%[60.1 µM]	-9%	.	.	.	-3%[0.501 µM]
COc1ccc(-n2c(=O)c(-c3cccs3)nc3cnc(N4CCNCC4)nc32)cc1	.	?	.	-13%[60.1 µM]	-21%	.	.	.	3%[12.7 µM]
Cc1cccc(N=C2NC(=O)/C(=C/c3cn(C)c4ccccc34)S2)c1	-20%	-3%	?	-8%	-4%	-11%	?	-1%	79µM*
CSc1nc(N2CCN(c3ccccc3)CC2)cc(N2CCN(c3ccccc3)CC2)n1	5%	7%	-26%	3%	-1%	0%	?	50%[activator]	-28%
COc1ccc(-c2nc3ccccn3c2Cl)cc1	-13%	20%	1%	4%	-1%	-12%	-16%	2%	-4%
O=C(c1ccc(CS(=O)c2ccccc2Cl)o1)N1CCCCCC1 (stereo not given)	-14%	70%[activator]	-9%	-2%	1%	-20%	-18%	16%	53%
COc1ccc(-c2cc3ccccc3nc2N)cc1OC	-5%	-5%	-10%	-7%	-1%	29%	-5%	6%	22%
O=C(c1ccccc1)C(Sc1ncn[nH]1)c1ccccc1 (stereo not given)	-17%	14%	79µM*	1%	2%	?	6%	22%	5.6µM*
O=C1CC(c2ccccc2)(c2ccccc2)c2ccccc21	-21%	.	53%[activator]	-19%	.	.	.	80%[activator]	.
CC1C(=O)OC2C1CCC1(C)CCC(=O)C(C)C21 (stereo not given)	-6%	21%	50µM*	10%	-5%	18%	13%	?	22µM*
O=C1OC(/C=C/c2ccccc2)=NC/1=C/C=C/c1ccccc1	-8%	1%	-21%	-10%	-12%	15%	?	-5%	-12%[59 µM]
COc1ccccc1C(=O)NCCn1cc(SCC(=O)Nc2ccccc2F)c2ccccc21	-16%	.	-20%	-4%	-4%	23%	-32%	-9%	-9%[59 µM]

This is a subset; rates above refer to the full screens.
